Mdm2 MdmX PPI: human Mdm2/MdmX binding inhibition; O15151+Q00987; SaOS-2 split-luciferase Mdm2/MdmX complementation, luminescence; inhibition, % at 8 µM; 330,000 compounds, 3% hits; AID 485346;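 active means inhibition of at least 50% at 8 µM in the primary screen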
APJ antag: antagonists of human APJ apelin receptor; P35414; CHO-K1 APJ beta-arrestin complementation, luminescence; inhibition, % at 20 µM; 330,000 compounds, 0.32% hits;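 active means inhibition above about 40% at 20 µM, limit read from the data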;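 further: cells challenged with 10 nM apelin-13 agonist together with compound; plate controls were apelin-13 plus DMSO wells for no effect and DMSO wells lacking apelin-13 for full effect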
Target sequence (P35414 whole entry, looked up): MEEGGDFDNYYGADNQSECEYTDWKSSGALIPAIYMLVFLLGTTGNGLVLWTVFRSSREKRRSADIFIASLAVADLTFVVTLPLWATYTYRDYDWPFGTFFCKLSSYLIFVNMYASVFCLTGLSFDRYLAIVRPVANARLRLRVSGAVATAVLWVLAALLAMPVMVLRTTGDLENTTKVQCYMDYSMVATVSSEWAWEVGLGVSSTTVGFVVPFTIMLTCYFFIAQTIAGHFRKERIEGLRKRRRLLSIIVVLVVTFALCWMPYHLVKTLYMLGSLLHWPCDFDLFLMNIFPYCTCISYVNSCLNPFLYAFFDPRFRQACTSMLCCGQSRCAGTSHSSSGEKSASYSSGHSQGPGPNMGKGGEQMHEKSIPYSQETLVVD
CXCR6 block: blocks human CXCR6 beta-arrestin recruitment | CHO-K1 PathHunter CXCR6 beta-arrestin, luminescence | 360,000 compounds, 0.36% hits | inhibition, % at 20 µM | AID 602244 | O00574; in the data active means inhibition above about 34%, passing the limit was not always enough;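 further: antagonist mode with CXCL16 agonist at 10 nM final; 0% = 10 nM CXCL16 with DMSO and 100% = unstimulated wells without agonist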
Target sequence (O00574 whole entry, looked up): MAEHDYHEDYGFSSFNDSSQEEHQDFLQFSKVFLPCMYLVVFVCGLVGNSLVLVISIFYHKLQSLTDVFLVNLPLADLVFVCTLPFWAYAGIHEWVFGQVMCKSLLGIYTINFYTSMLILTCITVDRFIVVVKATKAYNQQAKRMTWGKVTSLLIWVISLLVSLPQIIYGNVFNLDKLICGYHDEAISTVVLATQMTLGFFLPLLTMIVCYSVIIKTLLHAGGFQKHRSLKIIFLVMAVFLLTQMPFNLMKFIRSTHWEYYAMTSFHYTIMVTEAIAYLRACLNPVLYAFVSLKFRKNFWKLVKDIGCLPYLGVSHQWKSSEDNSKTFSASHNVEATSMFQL
XBP1 UPR activ: adaptive UPR (XBP1) activation; CHO-XBP1 luciferase reporter, IRE1-XBP1 UPR activation, luminescence; percent of tunicamycin response, DMSO as zero; activation, % at 20 µM; 330,000 compounds, 0.33% hits; AID 463104;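 active means versus positive control, 20 µM dose yields 30% or more activation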;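 further: 100% = tunicamycin at 10 µg/mL and 0% = DMSO only wells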
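Material: CHO cell line with stable XBP1 luciferase reporter; buffer or medium: F12 medium containing 10% fetal bovine serum; compound: single point, 20 µM final compound, 1% DMSO; incubation: 6 h treatment, 37 °C; measured by: glow luminescence from Steady-Glo reagent; evaluation: activation, % of tunicamycin; control set: tunicamycin high, DMSO low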
TIM10 inh: growth inhibitors of TIM10 yeast strain; 330,000 compounds, 1.4% hits; inhibition, % at 10 µM; AID 463195; S. cerevisiae TIM10 strain growth, BacTiter-Glo luminescence, 24 h;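 active means inhibition of 40% or more at the single tested concentration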;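 further: wild-type TIM10 isogenic control strain grown at permissive 25 °C; 0% = DMSO yeast wells and 100% = minimal medium wells without yeast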
APJ agonist: agonists of human APJ apelin receptor; P35414; 330,000 compounds, 0.11% hits; activation, % at 20 µM; CHO-K1 APJ PathHunter beta-arrestin, luminescence; 0% DMSO wells, 100% apelin;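 active means activation more than six SD over the plate average, tested at 20 µM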;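 further: 0% = DMSO alone and 100% = apelin-13 at 10 nM; some results filed as inactive read as strong as hits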
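Assay system: CHO-K1 cells stably expressing ProLink-tagged human APJ and arrestin–beta-gal acceptor. Compound dosing: 20 µM single point, 1% DMSO. Times: 16-18 h seeding, 90 min dark compound exposure, 60 min detection. Detection: beta-gal luminescence. Evaluation: APJ–arrestin association signal. Controls: negative DMSO alone, positive Apelin-13 at 10 nM.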
tim23-1 inh: tim23-1 yeast growth inhibition. S. cerevisiae tim23-1 growth, BacTiter-Glo luminescence, 24 h. inhibition, % at 20 µM. 330,000 compounds, 1.3% hits;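 active means growth inhibition of the mutant yeast at or above 50%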;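 further: temperature-sensitive mutant grown at 25 °C; plate controls were DMSO-treated mutant yeast for no effect and medium wells lacking yeast for full effect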
CHOP UPR activ: apoptotic UPR (CHOP) activation | CHO-CHOP luciferase reporter, luminescence; percent of tunicamycin response over DMSO baseline | activation, % at 10 µM | 330,000 compounds, 0.34% hits | AID 449763;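 active means at 10 µM dose, activation of 40% or more, normalized to positive control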;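 further: 100% = tunicamycin at 10 µg/mL and 0% = DMSO alone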
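Test system: CHO CHOP reporter cells. Input: 500 CHO-CHOP cells per well. Medium: F12 with 10% FBS. Technique: luciferase luminescence. Measure: percent activation relative to tunicamycin control. Dosing: 10 µM compound, 0.5% DMSO. Timing: 16-18 h cell attachment, then 6 h compound exposure, 37 °C.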
tim10-1 inh: growth inhibitors of tim10-1 mutant yeast | S. cerevisiae tim10-1 ts strain growth, BacTiter-Glo, 24 h | AID 463190 | inhibition, % at 20 µM | 330,000 compounds, 2.2% hits;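 active means inhibition of at least 40%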;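 further: mutant grown at 25 °C; 0% = DMSO wells with yeast and 100% = wells holding no yeast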
Numbers without * were called inactive; . = not tested or not shown.

entry	SMILES	Mdm2 MdmX PPI	APJ antag	CXCR6 block	XBP1 UPR activ	TIM10 inh	APJ agonist	tim23-1 inh	CHOP UPR activ	tim10-1 inh
1	COc1ccc(CCNC2CCCCC2)cc1	13.9	-9.5	-0.9	4.3	-17.7	-2.4	-4.3	0.1	-5.5
2	COC(=O)C1=C(c2ccc(Cl)c(C(F)(F)F)c2)C[C@@H]2CC[C@H]1N2C(=O)NCCCOC(C)C	7.9	12.4	3.4	0.2	-7.5	-2.2	22.0	2.9	14.5
3	O=c1cccc2n1C[C@H]1C[C@@H]2CN2CCCC[C@@H]12	21.6	12.9	-1.5	-3.2	-12.4	-2.0	-0.3	1.5	-9.8
4	c1ccc(OCC2CO2)cc1 (stereo not drawn)	20.4	5.2	2.9	-2.8	3.0	-0.5	7.7	0.1	12.6
5	OC(CNC1CCCCCCC1)c1ccccc1 (stereo not drawn)	-27.4	6.4	.	1.3	1.8	-0.7	6.6	-2.7	-2.2
6	O=c1cccc2n1C[C@@H]1C[C@@H]2CN(CC(O)c2ccc([N+](=O)[O-])cc2)C1 (stereo partly drawn)	11.1	5.9	1.7	-3.6	-0.9	-4.4	-7.1	1.7	-4.5
7	CCN(CC)C(=O)N[C@H]1C[C@@H]2c3cccc4[nH]cc(c34)C[C@H]2N(C)C1	18.6	6.3	-1.0	-7.3	12.5	0.3	-2.3	-2.5	8.0
8	Cc1cc(Cl)ccc1OCCCC(=O)NCc1cccs1	0.9	4.6	-0.2	-2.5	-9.8	1.7	21.6	-1.8	14.1
9	Cn1cccc1/C=C1/C(=O)NC(=S)N(Cc2ccc(F)cc2)C1=O	41.8	-43.8	19.0	17.4	84.3*	4.3	-4.5	34.3	-9.7
10	CC1CCCN(c2ccc(C(=O)N3CCC4(CC3)OCCO4)cc2[N+](=O)[O-])C1 (stereo not drawn)	-0.5	1.3	4.8	-1.0	2.4	1.5	12.6	-0.2	38.5
11	CCC(=NCc1ccco1)c1c(O)n(-c2ccc(OC)cc2)c(=O)[nH]c1=O	-8.1	4.3	-1.5	-1.1	28.5	-2.4	7.8	2.7	23.3
12	COC(=O)C1=C(c2ccc(S(C)(=O)=O)cc2)C[C@@H]2CC[C@H]1N2C(=O)NC(C)C	0.4	-11.6	6.5	-0.6	-4.7	-5.2	-4.1	0.5	0.6
13	ClC(Cl)(Cl)c1ccccc1	17.9	-12.8	-1.3	-0.2	0.7	-4.4	4.8	0.6	3.0
14	CN(C)C(CNC(=O)Cc1ccc(Br)cc1)c1ccccc1 (stereo not drawn)	-25.3	1.7	1.1	11.6	-11.9	0.1	-1.4	0.6	9.4
15	Cc1cccc(N2C(=O)NC(=O)/C(=C\c3ccc(N4CCOCC4)cc3)C2=O)c1	18.5	0.4	-1.9	1.5	-17.8	-2.6	12.9	1.2	-9.8

Ordered by formula weight (descending): three of the compounds above.
entry	SMILES	Mdm2 MdmX PPI	APJ antag	CXCR6 block	XBP1 UPR activ	TIM10 inh	APJ agonist	tim23-1 inh	CHOP UPR activ	tim10-1 inh
12	COC(=O)C1=C(c2ccc(S(C)(=O)=O)cc2)C[C@@H]2CC[C@H]1N2C(=O)NC(C)C	0.4	-11.6	6.5	-0.6	-4.7	-5.2	-4.1	0.5	0.6
14	CN(C)C(CNC(=O)Cc1ccc(Br)cc1)c1ccccc1 (stereo not drawn)	-25.3	1.7	1.1	11.6	-11.9	0.1	-1.4	0.6	9.4
13	ClC(Cl)(Cl)c1ccccc1	17.9	-12.8	-1.3	-0.2	0.7	-4.4	4.8	0.6	3.0

Following part:
entry	SMILES	Mdm2 MdmX PPI	APJ antag	CXCR6 block	XBP1 UPR activ	TIM10 inh	APJ agonist	tim23-1 inh	CHOP UPR activ	tim10-1 inh
16	O=[N+]([O-])[N-][n+]1cnn(Cc2ccccc2)c1	9.9	-11.5	-4.0	-6.1	-16.3	-3.0	-6.5	0.5	-8.1
17	N#Cc1ccccc1Cn1cc(C(=O)C2CC2)c2ccccc21	21.3	4.8	6.8	1.5	22.9	-3.3	11.0	-2.3	30.6
18	CC(Cc1ccccc1Sc1ccccc1O)N(C)C (stereo not drawn)	28.3	0.2	-16.9	0.5	-8.8	-4.6	12.6	-2.3	14.8
19	COC(=O)C1=C(c2ccccc2OCc2ccccc2)C[C@@H]2CC[C@H]1N2C(=O)NCc1cccc(F)c1	11.5	26.2	18.0	0.4	22.4	-2.8	33.5	8.7	29.4
20	CN1CCN(c2ccc([N+](=O)[O-])c(Sc3nncn3C)c2)CC1	2.0	11.2	-2.1	7.2	5.8	-2.6	4.4	-1.4	7.4
21	COc1cc(/C=C2/C(=O)NC(=O)N(c3ccc(C)cc3)C2=O)cc(OC)c1OC	9.6	9.6	3.7	-0.7	15.9	-1.6	5.4	0.9	10.7
22	CC1CN=C(NCc2ccncc2)S1 (stereo not drawn)	18.6	8.6	-10.5	-0.1	-1.1	-1.0	6.6	0.5	-9.2
23	COCCn1cc(C(=O)N2CCC3(CC2)OCCO3)c2c3ccccc3n(C)c2c1=O	-31.7	26.1	-2.6	0.1	9.8	-1.7	17.1	0.6	6.5
24	CN1CCCC(C(O)(c2ccccc2)c2ccccc2)C1 (stereo not drawn)	8.5	19.4	-10.9	2.0	12.0	1.8	-4.5	1.4	-6.9
25	Cn1c(O)c(/C=C2/C=CC=N2)c(=O)[nH]c1=O	9.2	1.7	-0.9	-1.4	8.7	-3.6	10.9	3.4	13.7
26	Cn1cc(NC(=O)CCl)cn1	-10.7	3.2	5.9	-1.8	-12.5	-4.5	4.8	2.1	6.1
27	O=C1NC(=S)NC(=O)C1=Cc1ccc(Br)s1	18.5	-21.8	12.0	-4.5	14.1	-2.1	30.7	71.7*	14.6
28	CC(C)N1CCN(Cc2ccccc2C(F)(F)F)CC1CCO (stereo not drawn)	2.3	12.5	-2.5	4.1	7.2	-5.1	3.7	1.1	-8.5
29	Cc1ccc(-c2nc3ccccc3c(=O)n2-c2cccc(O)c2)cc1	9.5	14.2	12.7	-3.2	22.5	-2.9	0.8	0.6	11.3
30	COC(C)(C)CCCC(C)C/C=C/C(C)=C/C(=O)OC(C)C (stereo not drawn)	0.2	10.9	-6.8	-1.4	8.1	-3.3	5.5	-0.1	19.5

Next part.
entry	SMILES	Mdm2 MdmX PPI	APJ antag	CXCR6 block	XBP1 UPR activ	TIM10 inh	APJ agonist	tim23-1 inh	CHOP UPR activ	tim10-1 inh
31	CCCCCc1nc2ccccc2c(=O)n1-c1ccccc1[N+](=O)[O-]	-32.9	11.0	8.3	-2.7	31.5	-3.1	19.2	2.3	25.8
32	Clc1ccc(NC2=NCCCS2)cc1Cl	4.6	18.2	-1.8	3.6	0.3	2.8	1.0	2.0	8.3
33	CNC(=O)OCCc1n(C)cc[n+]1C	5.7	4.2	-10.4	-0.7	-0.3	-0.3	1.0	1.6	0.2
34	CCOc1cc2c(cc1OCC)-n1cccc1C(c1ccc(OC)c(OC)c1)NC2 (stereo not drawn)	-1.3	10.2	4.7	-3.3	20.9	-4.3	8.1	-0.3	18.9
35	c1cncc(CNCCc2c[nH]c3ccccc23)c1	-16.4	-21.2	-3.6	-1.6	-4.5	-5.2	12.0	-0.2	5.8
36	CC(=O)N(C)CC#CCN1CCCC(CO)C1 (stereo not drawn)	-11.4	3.3	-1.6	2.7	7.8	5.6	-5.9	-2.0	-2.7
37	CCc1c(C)nc(N)nc1N1N=C1SCC(N)=O	-23.2	4.0	1.8	0.3	2.9	-5.7	4.6	0.0	2.9
38	CC(=O)Nc1ccccc1OP1(=O)COc2ccccc2OC1	6.4	0.5	-13.3	-0.6	-4.7	-1.3	-10.4	-1.1	18.0
39	CC1CN=C(NC(C)c2ccccc2)S1 (stereo not drawn)	-6.5	22.0	0.9	0.4	13.8	-2.1	0.4	-0.4	12.6
40	CN(C)C(=O)Oc1ccc(Cl)c2cccnc12	29.8	1.2	-1.8	-4.1	10.8	-2.9	4.3	0.1	6.2
41	Cc1ccc(-n2c(O)c(C=NCc3ccccn3)c(=O)[nH]c2=S)cc1	18.9	20.9	5.5	-0.9	14.5	2.6	-6.5	-0.6	0.1
42	O=c1[nH]c(=S)[nH]c(O)c1C(c1ccccn1)c1c(O)[nH]c(=S)[nH]c1=O	13.8	5.3	-0.3	-5.0	-3.3	-3.8	7.9	-0.3	9.5
43	O=C1NC(=S)N(c2ccc(Cl)cc2)C(=O)/C1=C/N1CCN(C(=O)c2ccco2)CC1	-9.2	1.0	-14.1	0.5	5.9	-0.7	-9.7	-1.2	0.9
44	O=[N+]([O-])c1ccc(C2[C@H]3C(c4ccccc4)=NC4(CCCCC4)N23)cc1 (stereo partly drawn)	20.0	-2.8	10.2	-0.1	-1.1	-4.8	10.6	-0.7	23.4
45	CNCC(O)c1cccc(OC(=O)c2ccccc2C)c1 (stereo not drawn)	0.1	12.6	-0.9	0.7	0.4	-0.2	11.6	2.6	4.8

More structures:
entry	SMILES	Mdm2 MdmX PPI	APJ antag	CXCR6 block	XBP1 UPR activ	TIM10 inh	APJ agonist	tim23-1 inh	CHOP UPR activ	tim10-1 inh
46	CC1CC(NC(=O)C2C3CCC(O3)C2C(=O)O)CC(C)(C)C1 (stereo not drawn)	4.1	0.5	-10.2	1.7	12.0	-2.1	5.4	-1.1	5.3
47	COC(=O)C1=C(c2cc3ccccc3s2)C[C@@H]2CC[C@H]1N2C(=O)NCc1ccc(C(F)(F)F)cc1	57.4*	8.0	2.9	0.7	20.9	-3.2	30.8	0.2	13.0
48	O=C(O)c1ccccc1NC(=O)N1C[C@H]2C[C@@H](C1)c1cccc(=O)n1C2	-6.4	-27.4	-0.1	-0.8	-3.8	-0.5	8.3	-2.0	1.9
49	COC(=O)C1=C(c2cc3ccccc3s2)C[C@@H]2CC[C@H]1N2C(=O)N1CCCC1	10.3	3.0	-1.6	-1.6	5.9	-5.9	39.9	0.9	28.3
50	C=CCn1c(O)c(/C(C)=N/N2CCCCCC2)c(=O)[nH]c1=O	-1.3	-12.0	-2.0	-1.4	6.3	2.9	14.2	1.8	19.5
51	Cn1c(O)c(/C=N/c2ncccn2)c(=O)n(C)c1=O	-7.4	-9.3	-3.4	-1.2	-7.5	-1.8	1.3	-0.6	5.8
52	COC(=O)C(O)(c1ccc(NC(=O)c2cccs2)cc1)C(F)(F)F (stereo not drawn)	18.6	10.5	-14.7	2.8	11.5	-2.5	13.8	6.6	17.0

Structural class, the entries above with bromine
entry	SMILES	Mdm2 MdmX PPI	APJ antag	CXCR6 block	XBP1 UPR activ	TIM10 inh	APJ agonist	tim23-1 inh	CHOP UPR activ	tim10-1 inh
14	CN(C)C(CNC(=O)Cc1ccc(Br)cc1)c1ccccc1 (stereo not drawn)	-25.3	1.7	1.1	11.6	-11.9	0.1	-1.4	0.6	9.4
27	O=C1NC(=S)NC(=O)C1=Cc1ccc(Br)s1	18.5	-21.8	12.0	-4.5	14.1	-2.1	30.7	71.7*	14.6

Screening results (PubChem)

This is a subset; count on the stated rates, not on these rows.
